# Tau fibril FP – qHTS for Inhibitors of Tau Fibril Formation, Fluorescence Polarization | Microtubule-associated protein tau (Homo sapiens), P10636 | K18 P301L tau heparin fibrillization, Alexa594 FP, 6 h | Potency, µM (series often up to 57.7 µM), inactives show at the top dose activity, negative = inhibition, actives largely listed as inhibitors | hit rate 0.39% among 280,000 | AID 1468, 2008; note: % is set by controls: 0 for no effect and ±100 for the full control effect; nearly all actives have a fitted effect of over 55% in size
# Target sequence (P10636 561-689 P618L limits assumed): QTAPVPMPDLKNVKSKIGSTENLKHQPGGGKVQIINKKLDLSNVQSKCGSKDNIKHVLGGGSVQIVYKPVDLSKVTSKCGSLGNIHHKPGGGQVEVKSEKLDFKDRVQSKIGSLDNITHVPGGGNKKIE
#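 Recombinant K18 P301L […], labeled with Alexa 594 at 0.24 uM over 15 uM unlabeled; heparin inducer 20 uM final; 37 C, 6 hr; FP endpoint.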
# GAA inhib – qHTS Assay for Inhibitors of Human alpha-Glucosidase as a Potential Chaperone Treatment of Pompe Disease | purified human GAA, 4-MU-alpha-glucoside fluorescence | Lysosomal alpha-glucosidase (Homo sapiens), P10253 | hit rate 0.005% among 200,000 | Potency, µM (highest dose often 76.9 µM), for inactives: at the top dose activity change, negative = inhibition, hits mostly inhibitors;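 note: plate controls were uninhibited enzyme wells for no effect and no-enzyme background for full effect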
#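 AC50 values come from Hill fits of compound titrations (up to 77 uM) against 4 nM human enzyme. Substrate 4-methylumbelliferyl-alpha-D-pyranoside at 400 uM, pH 5.0 citrate buffer, 20 min room temperature; fluorescence Ex 365/Em 440 after alkaline stop.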
# GLA spleen mod – qHTS Assay for Inhibitors and Activators of Human alpha-Galactosidase From Spleen Homogenate | hit rate 0.008% among 240,000 | human spleen homogenate, 4MU-alpha-Gal fluorescence, 40 min | AID 2107, 2009 | Potency, µM (highest dose often 80 µM), inactives show at the highest dose activity change, negative = inhibition, hits mostly inhibitors;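 note: 0% = enzyme with vehicle and -100% = no enzyme basal signal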
# Target sequence (P06280 32-429 limits assumed): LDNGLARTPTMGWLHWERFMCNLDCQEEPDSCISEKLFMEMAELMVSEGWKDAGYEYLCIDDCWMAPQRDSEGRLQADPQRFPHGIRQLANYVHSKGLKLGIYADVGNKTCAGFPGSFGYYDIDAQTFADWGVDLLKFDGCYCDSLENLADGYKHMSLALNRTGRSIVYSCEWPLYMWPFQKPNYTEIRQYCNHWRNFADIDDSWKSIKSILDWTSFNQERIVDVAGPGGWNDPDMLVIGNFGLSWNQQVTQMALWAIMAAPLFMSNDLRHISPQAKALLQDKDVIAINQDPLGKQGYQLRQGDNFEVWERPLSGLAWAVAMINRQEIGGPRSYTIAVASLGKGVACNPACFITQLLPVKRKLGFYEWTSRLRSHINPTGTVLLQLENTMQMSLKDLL
#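 Spleen homogenate 1 ug + cpd (titration) + 4-MU-alpha-D-galactopyranoside 1 mM; 37C 40 min; 50 mM citrate/phosphate pH 5.0, 0.01% Tween-20; stop pH 10; fluorescence 365/440; AC50 via Hill.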
# Tau ThT inhib – qHTS for Inhibitors of Tau Fibril Formation, Thioflavin T Binding; Microtubule-associated protein tau (Homo sapiens), P10636; recombinant tau K18 P301L, heparin-induced fibrillization, ThT fluorescence; Potency, µM (titrated, usually from 57.4 µM), without a hit: at the highest dose activity, negative = inhibition, actives largely listed as inhibitors; hit rate 2.1% among 270,000; AID 1460, 2008; note: % is set by controls: 0 for no effect and ±100 for the full control effect; nearly all actives have a fitted effect of over 55% in size
#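 Tau K18 P301L fragment (15 uM unlabeled plus 0.24 uM Alexa 594-labeled) in 100 mM sodium acetate pH 7 with compound, fibrillization induced by 20 uM heparin for 6 hr at 37 C. Thioflavin T (30 uM) added, fluorescence read after 1 hr (ex 450, em 510 nm).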
# Tau fluor counter – Counterscreen qHTS for Inhibitors of Tau Fibril Formation, Fluorescence Polarization. tau K18 P301L Alexa594 fluorescence, heparin fibrillization. Potency, µM (doses to about 57.7 µM), without a hit: top-dose activity change, negative = decrease. hit rate 0.93% among 280,000. AID 1463, 2008; note: % is set by controls: 0 for no effect and ±100 for the full control effect; nearly all actives have a fitted effect of over 55% in size
#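 Human tau K18 P301L (15 uM unlabeled, 0.24 uM Alexa 594-labeled) in 100 mM sodium acetate pH 7 with 20 uM heparin, 6 hr at 37 C. ThT 30 uM added, 1 hr ambient; Alexa 594 FP and total fluorescence read at 555/632 nm.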
# HTT cytoprotect – qHTS Multiplex Assay to Identify Dual Action Probes in a Cell Model of Huntington: Cytoprotection (ATP); hit rate 0.14% among 230,000; PC12 HTT-Q103 induced, cytoprotection, ATP luminescence, 40 h; Potency, µM (series often up to 56.4 µM), for inactives: cytoprotection (ATP increase), actives largely listed as activators;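 note: % of control where 0% means no effect; nearly all actives have a fitted effect of over 45% in size; toxic huntingtin expression switched on by the ecdysone agonist tebufenozide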
#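 PC12 cells with ecdysone-inducible HTT exon 1 Q103-GFP, induced with 100 nM tebufenozide and co-treated with library compounds in a dose series (1536-well, 1500 cells/well). Cytoprotection read as ATP content by ATPlite luminescence.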
# GAA glycogen – qHTS Assay for Inhibitors and Activators of Human alpha-Glucosidase Cleavage of Glycogen. Potency, µM (titrated, usually from 76.4 µM), without a hit: at the highest dose activity change, negative = inhibition, most hits filed as inhibitors. AID 2100, 2009. hit rate 0.38% among 300,000. recombinant GAA, glycogen substrate, Amplex Red glucose oxidase fluorescence;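 note: 0% = full enzyme reaction and -100% = no-enzyme basal signal; the screen sought inhibitors and activators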
#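 Natural-substrate format: glycogen cleavage by 4 nM human enzyme, glucose read by Amplex Red coupling (Ex 573, Em 610 nm). Normalized to enzyme and no-enzyme controls.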
# GAA spleen mod – qHTS Assay for Inhibitors and Activators of Human alpha-Glucosidase From Spleen Homogenate; Lysosomal alpha-glucosidase (Homo sapiens), P10253; human spleen homogenate, 4-MU-alpha-glucoside fluorescence; Potency, µM (series often up to 79.9 µM), without a hit: at the top dose activity change, negative = inhibition, actives largely listed as inhibitors; hit rate 0.006% among 240,000; AID 2112, 2009;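 note: 0% = enzyme with vehicle and -100% = no enzyme basal signal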
#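 AC50 values come from Hill-equation fits of concentration-response data, normalized to no-enzyme and full-activity controls. Enzyme source: 1 ug human spleen homogenate; 1 mM fluorogenic 4-MU glucoside, pH 5.0 citrate buffer, 37 C, 40 min.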
# Starred values were filed as active, the others as inactive; ? = inconclusive; · = not tested or not shown; & = joins results of further samples; [ ] = dose if it differs, or a comment. Calls come from the whole dose curve; as a rule, active = well fitted curve in the direction sought with a large enough effect; inconclusive = small, poorly fitted or top-dose-only effect, or another doubt; inactive = no such curve, though single readings can be large; an effect the other way counts as inactive or inconclusive. Potency is the fitted concentration of half-maximal effect.
SMILES,Tau fibril FP,GAA inhib,GLA spleen mod,Tau ThT inhib,Tau fluor counter,HTT cytoprotect,GAA glycogen,GAA spleen mod
CCOc1cc(S(=O)(=O)n2cc(-c3ccc(F)cc3)c(N)n2)cc(OCC)c1OCC,?,?,-16%,-4%,?,-56%[inhibitor],-22%,-16%
CCOC(=O)c1[nH]cnc1C(=O)O,3%,1%,-2%,10%,5%,4%[10 µM],5%,0%
CCCC(=O)Nc1ccc(C(=O)N/N=C2\CC(=O)CC(C)(C)C2)cc1,8%,-12%,6%,-3%,1%,-26%,?,-2%
CCOC(=O)c1ccc(N=c2sc(C(=O)OC)cc(=O)n2Cc2ccc3c(c2)OCO3)cc1,7%,-4%,1%,-18%,-6%,-6%,13%,-4%
Cc1nnsc1C(=O)NNS(=O)(=O)c1ccccc1,-1%,1%,6%,-3%,3%,1%,28µM*,0%
CCOc1cc(CNCCO)cc(Br)c1OCc1ccccc1Cl,-6%,-11%,-3%,-7%,-25%,-107%[inhibitor],-8%,-4%
Cc1ccccc1Oc1nc2c(C)cccn2c(=O)c1/C=C(\C#N)C(=O)NC1CCS(=O)(=O)C1 (stereo not drawn),-3%,-4%,?,?,-9%,-16%[10 µM],3%,20%
COC(=O)C1C(O)=C(C=Nc2cccc3ccccc23)C(=O)CC1(C)C (stereo not drawn),-2%,·,2%,-3%,-8%,-26%[10 µM],-8%,0%
O=C(Cn1c(=O)c2cccn2c2ccc(F)cc21)N1CCN(c2ccc(F)cc2)CC1,-1%,·,·,-5%,0%,·,-5%&-8%[76.3 µM],·
O=c1c2c(ncn1Cc1ccccc1)nc1n2CCC1,0%,-1%,6%,11%,7%,·,1%,-8%
O=C(NCCc1ccccc1)C1CCCN(C(=O)NC2CCCCC2)C1 (stereo not drawn),-4%,-2%,0%,4%,5%,-17%,8%,-2%
CCCCc1ccc(NC(=S)NCCO)cc1,8%,11%,-6%,1%,-9%,-30%,9%,2%
COc1cc(/C=C(/C#N)C(=O)Nc2ccccc2)ccc1OCc1ccc(C(=O)O)cc1,2%,8%,3%,?,-12%,0%,1%,2%
C#Cc1ccc([C@@H]2C=C(C(=O)O)O[C@H](OCc3ccc(CO)cc3)C2)cc1,0%,·,9%,-19%,-10%,-4%[10 µM],7%,0%
O=C(Cc1ccccc1)N1CCC(c2nc(-c3ccc(F)cc3)no2)CC1,2%,-5%,5%,-15%,-4%,-12%,-12%,-2%
COc1ccccc1CNC(=O)C(Cc1c[nH]c2ccccc12)NC(=O)OCc1ccccc1 (stereo not drawn),6%,-9%,10%,-4%,?,18%[10 µM],-11%,10%
O=C(CN1C(=O)C2(OCCO2)c2ccccc21)c1ccc(Br)cc1,-2%,2%,-1%,2%,1%,-13%,-4%,-5%
O=C(CSC1=NCCS1)Nc1ccc2ccccc2c1,-3%,-2%,1%,-13%,-14%,-16%[10 µM],-25%,4%
CCC(=O)N1CCc2cc(S(=O)(=O)NC(C(=O)Nc3cccc(C)n3)C(C)C)ccc21 (stereo not drawn),7%,-8%,-6%,-1%,-4%,-21%,17%,0%
Cc1ccc(OCC(=O)NN2C(=O)c3ccccc3C2=O)c(C)c1,-7%,-7%,3%,-11%,-19%,33%[10 µM],3%,-13%
O=S(=O)(c1ccc(F)cc1)N1CCN(c2ccccc2)CC1,4%,-10%,2%,-14%,-21%,7%,-9%,0%
C/C(=C\C(=S)Nc1ccccc1)Nc1ccc2ccccc2c1,?,-6%,0%,13µM*,?,-13%[10 µM],-4%,1%
O=C(CC(c1ccccc1)c1ccccc1)NCc1cccnc1,-11%,6%,-1%,-2%,-6%,-6%[10 µM],4%,-4%
N#CC(=C=[N-])c1nc2ccccc2nc1-[n+]1cccc(NC(=O)c2cccs2)c1,-6%,-7%,0%,?,?,1%[10 µM],3%,-7%
COc1cccc2cc(S(=O)(=O)c3ccc(C)cc3)/c(=N/NS(=O)(=O)c3ccc(C)cc3)oc12,-11%,-8%,8%,-5%,-6%,6%[10 µM],2%,-9%

# Next part
SMILES,Tau fibril FP,GAA inhib,GLA spleen mod,Tau ThT inhib,Tau fluor counter,HTT cytoprotect,GAA glycogen,GAA spleen mod
COc1cc2c(cc1OC)C(c1ccccc1)CC2=O (stereo not drawn),-1%,·,13%,·,-5%,17%[10 µM],2%,10%
O=C(CN1C(=O)CCS(=O)(=O)c2ccccc21)NCc1ccccc1,1%,3%,0%,2%,1%,17%[10 µM],-8%,-7%
COc1ccc(NC(=O)CC2C(=O)N(c3cccc(OC)c3)C(=O)N2CCC(C)C)cc1 (stereo not drawn),0%,-3%,0%,-12%,-28%,2%,6%,4%
COC(=O)C(O)C1C(C)(C)C(OC(C)=O)C2CC3=C4CC(=O)OC(c5ccoc5)[C@]4(C)CCC3[C@@]1(C)C2=O (stereo partly drawn),-2%,·,-6%,-14%,-18%,?,·,-5%
CCn1c(C(c2ccccc2)c2ccccc2)n[nH]c1=S,-6%,-8%,-1%,-15%,-17%,-14%,0%,-3%
O=C(Nc1ccon1)C1CCN(S(=O)(=O)c2cccs2)CC1,1%,-5%,-9%,-3%,1%,1%[10 µM],-4%,-3%
O=C(Nc1ccc(Oc2ccc(NC(=O)Nc3ccc([N+](=O)[O-])cc3)cc2)cc1)Nc1ccc([N+](=O)[O-])cc1,25µM*,-11%,5%,6.3µM*,4.5µM*[quencher],-19%[10 µM],2%,6%
O=S(=O)(Nc1ccccc1N1CCCCC1)c1ccc(F)cc1,0%,-5%,1%,-7%,-16%,5%[10 µM],-15%,-10%
COC(=O)c1ccc(COC(=O)CNC(=O)c2ccco2)cc1,-1%,2%,-4%,-10%,2%,9%,3%,-9%
O=C(O)CCn1nnc(-c2ccccc2)n1,2%,4%,1%,5%,7%,·,-18%,-2%
COc1ccc(N2C(=O)C3CC(C)=C(C)CC3C2=O)c(OC)c1 (stereo not drawn),-10%,-1%,0%,-6%,-13%,-3%[10 µM],10%,-2%
O=c1c2c(nc3cc(-c4cccc(Cl)c4)[nH]n13)CCCC2,0%,-25%,7%,-21%,-25%,-65%[inhibitor][10 µM],-4%,-1%
CC(C)(C)C(=O)C[n+]1cccc(C(N)=O)c1,1%,0%,0%,1%,1%,-14%,5%,4%
CCn1c(=O)c2cc(C(=O)Nc3cc(F)ccc3F)sc2c2ccccc21,-3%,·,·,5%,-7%,·,-1%[76.3 µM],·
N/C(=N/OCc1cccc([N+](=O)[O-])c1)c1nonc1N,9%,2%,5%,-2%,4%,·,-4%,2%
CC1(C)Cc2cccc(OCC(=O)O)c2O1,5%,4%,1%,-4%,0%,-19%[10 µM],2%,-4%
CCCCSc1nc2c(c(=O)[nH]c(=O)n2C)n1CCc1ccccc1,-6%,-3%,1%,-8%,1%,-9%,1%,-4%
CC1=NOC(=O)/C1=C/c1ccc(N(C)C)cc1,-6%,2%,0%,?,-22%,3%,0%,-7%
CC(C)NC(=O)c1ccc(OC2CSC2)cc1,-2%,-4%,7%,-16%,-9%,-22%,-4%,9%
O=C(Nc1ccc(O)c2c(=O)cc(-c3cccc(Cl)c3)oc12)c1ccc(F)cc1,-8%,·,1%,-2%,-7%,8%[10 µM],3%,2%
COc1ccc(Cl)cc1NC(=O)Cn1ccn(Cc2ccc(C)cc2)c(=O)c1=O,-4%,·,·,2%,-15%,·,-11%[76.3 µM],·
CC(=O)NCC(=O)OCN1C(=O)c2ccccc2C1=O,2%,-6%,1%,-5%,2%,14%[10 µM],-2%,2%
Cc1ccccc1NC(=O)CCC(=O)N1CC(C)Sc2ccccc21 (stereo not drawn),-6%,·,·,-5%,-19%,·,-10%[76.3 µM],·
CC(=O)Nc1sc(N/N=C/c2ccc(N(C)C)cc2)nc1-c1ccc(C)cc1,-6%,·,8%,16µM*,32µM*[quencher],5%[10 µM],-29%,4%
CC(=O)Nc1ccc(NC(=O)CSc2nnc(-c3ccccc3)n2Cc2ccc3c(c2)OCO3)cc1,4%,3%,9%,-13%,-22%,-24%,1%,-3%
O=C1c2cccc3c(O)ccc(c23)C(=O)N1Cc1ccccc1,9%,0%,3%,?,?,-34%,-1%,-1%
C=CCn1c(SCc2nc3ccccc3[nH]2)nnc1-c1ccccn1,6%,14%,6%,0%,8%,-1%,14%,5%
COc1ccc2c(c1)CC(=O)NC=C2,13%,?,-5%,-2%,4%,-26%,8%,-2%
